Source: PubChem BioAssay (several laboratories)
TROY NFkB inh – blocks TROY-dependent signaling in reporter cells. 360,000 tested, 0.98% active. Q293 LMP1-TROYcd NF-kB luciferase reporter, 4 h. inhibition, % at 10 µM;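 active = compounds whose plate-normalised and pattern-corrected inhibition of the luciferase reporter signal at the single screening dose is 50% or more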
NR2E3 ag-1 – activates human photoreceptor nuclear receptor NR2E3; Q9Y5X4; GST-NR2E3/biotin-RetCOR TR-FRET, 1536-well; inhibition of corepressor binding, % at 4.78 µM; 320,000 tested, 0.12% active; AID 2300;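 active = percent inhibition above the cutoff of mean plus 3 SD of all tested compounds, set per screening campaign, cut at about 20% in these data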;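 also: 0% = DMSO wells and 100% = biotin wells as full block of FRET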
Target sequence (Q9Y5X4 whole entry, looked up): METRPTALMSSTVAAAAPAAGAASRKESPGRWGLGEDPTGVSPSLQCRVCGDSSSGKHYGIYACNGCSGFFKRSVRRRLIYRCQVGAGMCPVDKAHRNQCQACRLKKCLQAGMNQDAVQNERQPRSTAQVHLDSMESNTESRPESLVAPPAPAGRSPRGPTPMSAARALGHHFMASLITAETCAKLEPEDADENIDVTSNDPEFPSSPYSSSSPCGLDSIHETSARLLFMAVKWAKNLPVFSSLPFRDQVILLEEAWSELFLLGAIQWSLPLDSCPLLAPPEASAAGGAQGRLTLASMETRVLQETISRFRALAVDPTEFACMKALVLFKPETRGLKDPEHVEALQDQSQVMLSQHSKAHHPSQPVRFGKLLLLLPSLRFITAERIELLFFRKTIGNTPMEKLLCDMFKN
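Material: NR2E3–RetCOR corepressor complex / Incubation: Compound–protein incubation for 5 h at 4 °C / Dosing: compound at 4.8 µM, single dose / Detection: time-resolved FRET / Benchmarks: high control biotin, low control 0.6% DMSO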
Peg3 prom inh – Peg3 promoter activity inhibition | HeLa PEG-Prom luciferase reporter, luminescence, overnight | 360,000 tested, 1.7% active | inhibition, % at 20 µM;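 active = inhibition of at least 50% at 20 µM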
Shn3 inh set2 – inhibitors of Schnurri-3 3'UTR reporter in osteoblasts | inhibition, % at 12.5 µM | 360,000 tested, 0.52% active | Clone20 osteoblast Shn3 3'UTR firefly luciferase, 24 h;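 active = mean inhibition of at least 75% with every replicate also reaching 75%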;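 also: 0% = median of neutral control wells and 100% = pilot-screen positive control compound; some compounds past the cut are filed as inactive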
TWEAK Fn14 block – blocks TWEAK-Fn14 interaction in a reporter cell assay | 360,000 tested, 2% active | inhibition, % at 10 µM | TWEAK-stimulated Fn14 reporter cells, luciferase luminescence, 8 h; in the data active = inhibition above about 50%
NR2E3 ag-2 – agonists of human NR2E3 nuclear receptor; Q9Y5X4; CHO-S Gal4-NCOR/VP16-NR2E3 two-hybrid, luciferase; inhibition of corepressor binding, % at 3.98 µM; 360,000 tested, 0.35% active; AID 602229;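 active = inhibition above the mean of all tested compounds plus 3 SD, cut at about 70% in these data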;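 also: 0% = DMSO with NR2E3 transfected cells and 100% = cells lacking NR2E3 construct; higher means lower luciferase signal from less NR2E3 corepressor binding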
MITF TRPM1 inh – inhibitors of MITF-driven TRPM1 promoter in melanoma cells; AID 488899; 330,000 tested, 0.83% active; inhibition, % at 12.5 µM; SK-MEL-5 TRPM1 promoter luciferase, 24 h;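 active = mean inhibition across replicates of 60% or more, whatever share of single replicates reaches that level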; also: values of inactives mirror those of a sister screen read the other way
CF NFkB inh – inhibitors of cystic fibrosis induced NF-kB | KKLEB NF-kB-GFP reporter, PAF-induced, GFP fluorescence overnight | inhibition, % at 5 µM | 360,000 tested, 0.86% active;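 active = at least 50% inhibition at 5 µM, scaled per plate between neutral and stimulator controls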;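 also: PAF is a Pseudomonas aeruginosa culture filtrate used as stimulus; plate controls were PAF-stimulated DMSO wells for no effect and unstimulated DMSO wells for full effect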
KKLEB cytotox – reduces viability of KKLEB cystic fibrosis airway cells; KKLEB CF airway cells viability, ATPlite luminescence, overnight; active compounds read low; cells stimulated with P. aeruginosa culture filtrate; activity change (cytotoxicity), % at 5 µM; 360,000 tested, 0.36% active;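 active = corrected activity change at or below -50% at 5 µM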
HIF-2a inh – inhibitors of HIF-2a; 786-0 RCC cells HIF-2a reporter, luciferase luminescence, overnight; inhibition, % at 18.8 µM; 360,000 tested, 0.72% active; AID 624352;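 active = inhibition of the luminescence signal of 40% or more relative to plate controls, in a single-dose primary screen at 18.75 µM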
TRAIL sens C8 – caspase-8 TRAIL sensitization. NB7+C8 cells + TRAIL, ATPlite viability luminescence. 360,000 tested, 1% active. inhibition (viability loss, TRAIL sensitization), % at 10 µM;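 active = compounds causing at least 50% loss of cell viability in the single-dose screen, relative to plate controls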
Starred values were filed as active, the others as inactive; nt = not tested or not shown. This is a subset, so the mix of outcomes need not match the whole.

SMILES | TROY NFkB inh | NR2E3 ag-1 | Peg3 prom inh | Shn3 inh set2 | TWEAK Fn14 block | NR2E3 ag-2 | MITF TRPM1 inh | CF NFkB inh | KKLEB cytotox | HIF-2a inh | TRAIL sens C8
COc1ccc(CCNC(=O)c2c([S-])n(-c3ccc(C)cc3)c3cccc[n+]23)cc1 | -20.1 | -2.1 | 9.8 | 7.7 | 6.0 | -20.5 | -19.9 | -1.4 | 3.5 | -98.8 | 3.9
COc1cc(/C=C/C(=O)O)cc(S(=O)(=O)NCc2ccco2)c1OC | 11.8 | 3.1 | 17.7 | -1.5 | 10.8 | 1.2 | 1.1 | 3.8 | -0.3 | 15.0 | -25.4
CC(=O)Nc1c2c(nn1-c1ccc(C)cc1)CS(=O)(=O)C2 | 17.9 | 1.2 | -3.2 | -22.3 | 3.9 | 3.4 | 8.2 | -12.5 | 8.8 | 6.8 | -2.8
O=C(O)CC1(CC(=O)Nc2ccc3sccc3c2)CCCCC1 | -2.3 | 2.1 | 16.2 | 6.7 | -11.4 | -30.0 | nt | 1.9 | -6.6 | 14.8 | -16.6
S=c1[nH]cc(Cc2ccccc2)s1 | -34.6 | 0.4 | -0.5 | 1.2 | 1.5 | -11.2 | -15.9 | -18.1 | -12.5 | -5.3 | 28.3
O=C(NC(Cc1c[nH]c2ccccc12)C(=O)O)/C(=C/c1ccc(F)cc1)NC(=O)c1ccccc1 (stereo not given) | 2.8 | 3.3 | 17.8 | 12.1 | -20.8 | 6.1 | 12.1 | -6.9 | -8.7 | 9.3 | -1.1
COc1ccc(C(O)CNc2ccc(C)cc2)cc1 (stereo not given) | -33.0 | 0.5 | -5.8 | -10.2 | -24.6 | -11.9 | -2.2 | 5.2 | -3.8 | -52.4 | -1.8
COc1ccccc1CC(NC(C)=O)C(=O)NC1CCN(S(=O)(=O)c2ccccc2)CC1 (stereo not given) | 10.6 | nt | -5.2 | 0.7 | 13.6 | 0.5 | 9.4 | 1.6 | -3.7 | 8.3 | 10.3
CC1Cc2ccccc2N1C(=O)COC(=O)Cn1cnc2ccccc2c1=O (stereo not given) | 16.2 | -0.7 | 10.2 | -2.2 | -1.4 | -11.1 | 2.9 | 15.8 | -26.6 | 14.8 | -1.7
CN(C)c1nc(N)nc(CSc2nnnn2-c2cccc3ccccc23)n1 | 15.8 | 2.9 | 8.2 | 64.7 | -0.1 | 20.9 | 25.0 | -4.8 | -9.2 | 17.0 | 40.6
CC(=O)Nc1ccc(NC2CCCCC2NS(=O)(=O)c2ccccc2)cc1 (stereo not given) | -17.0 | 0.3 | 11.5 | -1.7 | -3.6 | -8.8 | 0.0 | 8.6 | 2.4 | 10.0 | -12.3
O=C1OCC(CO)(CO)N=C1NNc1ccccc1[N+](=O)[O-] | 33.6 | -5.1 | 0.5 | -33.2 | 22.6 | -51.7 | -15.1 | -17.1 | 4.4 | -6.0 | 17.3
CCC1=C(OC(=O)N(CC)CC)N2C(=O)OC(=NCc3ccccc3)[C@]2(C)[C@H]2C1=CC[C@H]1C(=O)N(CC)C(=O)[C@H]12 | 2.5 | 0.9 | -1.1 | -22.8 | -6.1 | -58.1 | 7.1 | -2.3 | 6.5 | -7.2 | 5.1
Fc1ccc(CN2CC[C@H]3C=CCc4cccc(c43)C2)cc1 | 3.1 | 6.8 | 12.2 | 9.1 | 9.2 | 13.1 | -0.6 | -12.1 | -1.9 | 13.1 | -2.1
CC(C)Nc1ncnc2c1ncn2[C@H]1CN(Cc2ccc(Cl)cc2)C[C@@H](CO)O1 | -2.7 | nt | 22.7 | 3.6 | -57.4 | 9.6 | nt | -22.2 | -6.4 | 4.6 | 13.7
CC(C)CNC(=O)/C(C#N)=C1\N=C(NC(=O)c2ccco2)c2ccccc21 | -12.1 | 2.8 | 9.5 | -10.8 | -18.9 | -65.6 | -27.4 | 24.2 | -35.8 | -66.7 | -2.4
O=C(CSc1nc2ccccc2n1CC(=O)N1CCCCC1)N1CCCCC1 | 1.8 | 1.8 | 16.3 | 9.0 | -6.8 | -33.6 | 4.6 | -20.9 | 4.8 | 11.1 | 18.9
COc1cc2c(cc1OC)C(C)N(C(=O)c1cccc([N+](=O)[O-])c1)CC2 (stereo not given) | -21.1 | 1.3 | 18.4 | 7.6 | 18.8 | -1.6 | 10.9 | 13.6 | -7.3 | 10.0 | -11.4
O=C1C[C@@H]2c3c(cccc3CN1Cc1ccc(Br)cc1)C[C@@H](O)[C@H]2O | -12.3 | nt | 1.8 | 11.3 | 7.3 | -7.0 | 6.0 | 11.6 | -19.9 | -2.0 | 6.6
COc1ccc2c(c1)C(C)=CC(C)(C)N2S(=O)(=O)c1ccc(C)cc1 | -2.1 | -1.9 | 30.6 | 59.3 | 26.6 | -0.4 | 49.2 | 48.9 | -26.8 | 12.1 | -24.7
COc1ccc(C(=O)OCC(=O)NC2CCCCCCC2)cc1OC | 2.1 | nt | 14.1 | 8.4 | -19.4 | 8.6 | nt | 16.0 | -2.8 | 2.6 | -7.6
CC(C)(C)N1C(=O)c2ccc(C(=O)NCc3ccco3)cc2C1=O | -8.0 | -0.1 | 1.0 | -12.8 | -6.2 | 14.8 | 1.8 | -3.8 | 6.3 | -1.2 | -3.6
CCCN1Cc2cccc(C(=O)N3CCN(c4ccc(OC)cc4)CC3)c2C1=O | -4.2 | 3.0 | -1.8 | 3.9 | -1.5 | 6.1 | -0.1 | 1.3 | -4.0 | 19.5 | -5.0
CC1(C)Cc2c(sc(NC(=O)C(=O)NCC3CCCO3)c2C(=O)O)CO1 (stereo not given) | -13.6 | 0.5 | -7.6 | 1.2 | 2.0 | 0.8 | -0.5 | 0.8 | -3.3 | -1.0 | 0.3
CN1CCC(N(C)C(=O)COc2ccccc2-c2ccccc2)CC1 | -11.8 | -1.1 | 5.8 | 4.8 | 4.3 | -1.8 | -0.9 | 10.1 | -17.7 | 21.4 | -7.2
COc1ccc2ccc(C(C)(C(C)=O)C(=O)OC(C)C)cc2c1 (stereo not given) | 7.2 | -3.8 | 5.2 | -5.0 | -17.1 | -24.7 | -1.9 | 11.9 | -12.2 | -0.5 | 1.7
CC(C(=O)C12CC3CC(CC(C3)C1)C2)N1CCOCC1 (stereo not given) | -33.0 | 1.8 | 2.0 | 6.3 | -4.2 | -6.5 | 0.3 | -4.3 | 3.4 | 9.1 | 2.2
Cc1cc(C)c2[nH]c(O)c(N=NC3=NC(=O)CS3)c2c1 | -4.0 | -8.1 | 14.2 | 1.5 | -20.8 | 5.5 | -13.5 | -6.0 | 0.4 | 6.2 | -5.6
Cc1c(Br)c([N+](=O)[O-])nn1CCCC(=O)N1CCN(c2ccccc2)CC1 | 12.7 | -0.7 | 14.8 | -7.2 | 6.2 | -3.2 | -9.2 | 8.5 | -2.9 | -0.9 | 1.4
COc1ccc(S(=O)(=O)N2CCN(C(=S)NC3CCCCC3)CC2)cc1 | 7.5 | 2.1 | 10.4 | -13.1 | 1.1 | 6.5 | 4.3 | -6.5 | 9.2 | 17.9 | -4.8
CC(C)N(Cc1ccccc1)C(=O)CN1C(=O)COc2ccc(S(=O)(=O)N3CCCCCC3)cc21 | -16.5 | -0.3 | -4.7 | -10.9 | 5.1 | -30.0 | 14.1 | -2.7 | 0.3 | 3.6 | 11.8
COCCCNc1nc2c(-c3ccc(Cl)cc3)nnn2c2ccccc12 | -7.7 | -2.7 | 5.1 | -17.4 | -31.1 | -21.8 | -0.6 | 7.0 | -5.6 | 14.6 | 4.7
CCOC(=O)NC(=O)CSc1cc(C)c2cc(C)cc(C)c2n1 | 18.2 | 4.4 | 3.1 | -0.3 | 9.2 | -16.1 | -1.1 | -8.9 | 7.8 | 13.7 | -5.9
CCOc1ccccc1NC(=O)c1ccccc1-c1nc(-c2ccccc2OC)no1 | 7.1 | -0.9 | 18.8 | -3.9 | 34.2 | -0.1 | 17.6 | -21.5 | -22.3 | -68.0 | 25.3
CCC(C(=O)OCC(=O)NC1CCS(=O)(=O)C1)c1ccccc1 (stereo not given) | -8.2 | -0.2 | 10.1 | 2.0 | -6.2 | -50.5 | -1.7 | -17.8 | -0.8 | 12.6 | 11.2
O=C(Nc1nc(-c2cccs2)cs1)c1ccco1 | -90.2 | -1.5 | -352.4 | -20.7 | -4.8 | -96.9 | -66.5 | -16.9 | 0.8 | -261.0 | -2.6
O=c1cc(-c2ccc(F)cc2)[nH][nH]1 | 2.5 | 4.5 | -10.6 | -10.8 | -6.9 | -31.0 | -9.6 | -3.2 | 3.5 | 3.4 | -8.9
COc1ccc(C(=O)Nc2nc3ccccc3[nH]2)cc1 | 68.9* | 0.3 | 41.4 | 17.3 | 89.0* | -57.7 | 44.0 | 10.8 | -28.8 | 48.7* | 90.8*
CC(O)c1nc2c(c(=O)n(C)c(=O)n2C)n1C (stereo not given) | 1.1 | 1.2 | 2.2 | 1.8 | -37.0 | -17.1 | 1.2 | 8.6 | 4.0 | 13.7 | -4.6
CC(C)C(C(=O)NCc1ccco1)N(CC1CCCO1)C(=O)CNS(=O)(=O)c1ccccc1 (stereo not given) | -5.2 | 5.2 | 8.7 | -26.0 | 8.4 | -12.3 | 13.2 | -1.8 | 0.4 | 9.0 | -6.6
COC(=O)Cc1c(C)c2cc(Cl)c(OC(=O)c3ccco3)cc2oc1=O | 11.9 | 3.6 | -10.8 | -3.0 | -8.9 | -6.4 | -5.2 | 5.3 | 9.0 | 4.8 | -8.2
C=CC(c1ccccc1)C(C(=O)c1ccccc1)N(C)C (stereo not given) | 11.0 | nt | 8.9 | 0.2 | 5.9 | -0.5 | -5.5 | -20.2 | 5.7 | 14.6 | -10.3
Cc1cc(S(=O)(=O)Nc2ccc(C(=O)N3CC(C)OC(C)C3)cc2)ccc1F (stereo not given) | -10.0 | 5.3 | -5.5 | -11.4 | 6.0 | -9.8 | -6.3 | -4.5 | 13.7 | -3.9 | -10.5
NC(=O)CSc1nc2c(c(=O)n1-c1ccccc1)C1(CCCCC1)Cc1ccccc1-2 | 44.1 | 5.6 | 15.3 | 5.4 | 36.5 | -2.1 | 8.1 | 5.6 | -15.5 | 8.0 | 4.0
COc1cc(OC)c(N(C)S(=O)(=O)c2cccc(C(=O)OCC(=O)N(C)Cc3ccccc3)c2)cc1Cl | 19.7 | nt | 28.3 | -45.3 | 40.5 | 1.7 | 13.4 | 1.1 | -9.9 | 11.4 | 13.4

Part of the list above, showing only KKLEB cytotox, NR2E3 ag-2 and HIF-2a inh.
molecule | KKLEB cytotox | NR2E3 ag-2 | HIF-2a inh
CC(O)c1nc2c(c(=O)n(C)c(=O)n2C)n1C (stereo not given) | 4.0 | -17.1 | 13.7
CC(C)C(C(=O)NCc1ccco1)N(CC1CCCO1)C(=O)CNS(=O)(=O)c1ccccc1 (stereo not given) | 0.4 | -12.3 | 9.0
